MEX-5 binding – C. elegans MEX-5 TCR-2 RNA binding activity; 300,000 compounds, 0.38% hits; AID 1832; Q9XUB2; MEX-5/FITC-TCR2 RNA binding, fluorescence polarization; active compounds read low; activity score (negative = inhibition of binding), % at 10 µM;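 active means inhibition past about -25% in most replicates, and total fluorescence under double the plate's negative control median, limit read from the data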;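 further: 0% = DMSO and -100% = 5 µM competing unlabeled TCR2 RNA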
Target sequence (Q9XUB2 whole entry, looked up): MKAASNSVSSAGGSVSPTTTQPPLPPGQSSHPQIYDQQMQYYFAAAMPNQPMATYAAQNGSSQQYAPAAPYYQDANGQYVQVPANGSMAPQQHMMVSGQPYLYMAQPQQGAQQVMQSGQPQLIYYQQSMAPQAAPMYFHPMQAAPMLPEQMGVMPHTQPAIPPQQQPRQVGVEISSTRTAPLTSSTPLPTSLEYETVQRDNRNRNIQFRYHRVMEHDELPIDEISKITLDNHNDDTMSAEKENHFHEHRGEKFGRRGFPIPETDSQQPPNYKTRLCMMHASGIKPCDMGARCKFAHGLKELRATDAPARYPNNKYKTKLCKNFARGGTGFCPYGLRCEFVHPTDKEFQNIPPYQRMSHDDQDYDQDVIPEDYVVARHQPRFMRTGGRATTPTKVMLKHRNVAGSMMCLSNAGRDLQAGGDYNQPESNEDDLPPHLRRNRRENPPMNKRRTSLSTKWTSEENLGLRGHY
Active calls of the source: *.

No. | MEX-5 binding | structure
1 | 1.1 | CCOC(=O)N1CCC(NC(=O)c2ccc3nc4ccccc4c(=O)n3c2)CC1
2 | 1.8 | COc1cc([N+](=O)[O-])ccc1-c1ccc(/C=N/NC(=O)c2ccccc2O)o1
3 | 4.4 | CN1CCc2c(sc(NC(=O)c3cc4cc([N+](=O)[O-])ccc4s3)c2C(N)=O)C1
4 | -1.2 | O=C(Nc1nnc(-c2ccccc2)s1)c1ccc(Cl)c(S(=O)(=O)N2CCOCC2)c1
5 | -2.6 | CC1=CC(=C2C=CC(=O)C=C2)C=C(C)N1C
6 | -1.4 | C/C(CC(=O)Nc1cc(C)ccn1)=N\NC(=O)COc1cccc(C)c1
7 | -0.7 | O=S(=O)(c1cccc(-c2nn3c(-c4ccncc4)nnc3s2)c1)N1CCOCC1
8 | -40* | O=C1C([N+](=O)[O-])=C(O)c2cccc3cccc1c23
9 | -2.0 | CC(=O)Nc1cccc(NC(=O)CSc2nnnn2C)c1
10 | 1.4 | Cc1cc(C)cc(OCC(=O)O/N=C(\N)c2cccnc2)c1
11 | 1.4 | O=c1c2ccccc2nc2c3ccccc3c(Cl)nn12
12 | 1.3 | O=[N+]([O-])c1ccc(-c2ccc(/C=N/Nc3nc(N4CCCCC4)nc(N4CCCCC4)n3)o2)cc1
13 | 3.1 | COC(=O)c1cc(OC)c(OC)cc1NC(=O)c1cnccn1
14 | 1.9 | Cc1ccc(OCc2nnc(NC(=O)Cc3cccs3)s2)cc1
15 | 1.3 | COc1ccc(/C(O)=C2/C(=O)C(=O)N(CCCN(C)C)C2c2ccc(C)o2)cc1Cl (centres undefined)
16 | 2.7 | COC(Cn1c2c(c3cc(C)ccc31)CCCC2NCc1ccccc1)OC (centres undefined)
17 | 0.5 | CCCN1C(=O)/C(=C\C=C2/Sc3ccccc3N2CC)SC1=S
18 | -1.2 | CCOC(=O)c1c2c3c(c(Cl)ccc3[nH]c1=O)C(=O)c1ccccc1-2
19 | -0.6 | COC(=O)c1ccc(C23CC4(C2)[C@H](CN(Cc2ccc(C(F)(F)F)cc2)[C@@H]4c2ccccc2)C3c2ccc(C(F)(F)F)cc2)cc1 (some centres undefined)
20 | 1.0 | CC(=O)Nc1nc2c(ncn2COCCOC(C)=O)c(=O)[nH]1
21 | -27* | Cc1ccc(C)n1C(Cc1ccccc1)C(=O)O (centres undefined)
22 | -0.8 | CCOC(=O)C1CCCN(c2ncnc3c2[nH]c2cccc(OC)c23)C1 (centres undefined)
23 | 0.5 | C/C=C(\C)C(=O)N1CC2(CC(c3cccc(NC(=O)CC(c4ccccc4)c4ccccc4)c3)=NO2)C[C@H]1C(N)=O (some centres undefined)
24 | -1.7 | CCOC(=O)C1=C(CC)Nc2ccccc2N/C1=N\S(=O)(=O)c1cc(Br)ccc1Br
25 | -4.1 | CC1CCC(NC(=O)c2ccc(/C=C3\Oc4ccccc4N(C)C3=O)cc2)CC1 (centres undefined)

Next part.
No. | MEX-5 binding | structure
26 | 1.0 | COc1ccc(C2=CC(=O)C=CC2=O)cc1
27 | -0.5 | COC(=O)C1=C(N)n2c(s/c(=C\c3cccnc3)c2=O)=C(C(=O)OC)C1c1cccnc1 (centres undefined)
28 | -0.2 | O=C1CC(c2ccc(Cl)c(Cl)c2)CC(O)=C1C=NCCN1CCNCC1 (centres undefined)
29 | 1.7 | CCOc1ccc(N2CCCn3c2nc2c3c(=O)n(CCc3ccccc3)c(=O)n2C)cc1
30 | -0.6 | CC1CCC(NC(=O)C2CCN(C(=O)NC3CCCCC3)CC2)CC1 (centres undefined)
31 | 0.3 | Cc1ccc(C2CC(C(F)(F)F)n3nc(C(=O)NCC4CCCO4)cc3N2)cc1 (centres undefined)
32 | 3.7 | CCCCNC(=O)C(c1ccc(OCC(=O)OC)c(C(=O)OC)c1)N(CCc1c[nH]c2ccccc12)C(=O)CCCCCN1C(=O)NC(c2ccc(-c3ccccc3)cc2)C(C(=O)OCc2ccccc2)=C1C (centres undefined)
33 | 0.5 | Cc1nnc(C)c2c(C)n(-c3ccc(Br)cc3)c(C)c12
34 | 1.5 | Nc1cccc(-n2nncc2-c2ccc(Cl)cc2)c1
35 | -4.5 | CCOC(=O)c1sc2nc(N3CCOCC3)c3c(c2c1N)CCN(C)C3
36 | 0.1 | COc1cccc(N2CCCn3c2nc2c3c(=O)n(CCN3CCOCC3)c(=O)n2C)c1
37 | -0.6 | CCCCC(=O)Nc1ccc2c(c1)nc1n2CCN(CCOC)C1
38 | -1.0 | COc1cc([C@@H]2c3cc4c(cc3[C@@H](NC3CCN(Cc5ccccc5)CC3)[C@H]3COC(=O)[C@H]23)OCO4)cc(OC)c1O
39 | 0.2 | O=C(COc1ccc(Cl)cc1)Nc1ccccc1N1CCOCC1
40 | -8.5 | CCc1cc2c(nc1CC)CCN(CC/C(C)=N/OC[C@H]1O[C@H](c3ccccc3)C=C[C@@H]1Oc1ccc(OC)cc1)C2
41 | -1.5 | Oc1ccc(/C=N/Nc2ccc(C(F)(F)F)cn2)cc1O
42 | 0.4 | COc1ccc(-n2c(C)nc3sc4c(c3c2=O)CCC4)cc1
43 | -2.0 | CCCCCCCCn1c2c(c(=N)c3ccccc31)CCC2
44 | -2.1 | COc1ccc2[nH]cc(C(O)CN3CCN(c4ccccc4)CC3)c2c1 (centres undefined)
45 | -2.2 | CNC(=O)/C(=N\O)c1ccccc1
46 | 1.0 | CCC(=O)NNC(=O)CCC(=O)Nc1ccccc1
47 | 7.1 | COC(=O)c1ccc2c(c1)N(Cc1nc(-c3cccc(C)c3)oc1C)C(=O)C1CCCN21 (centres undefined)
48 | 2.4 | Clc1ccc(C2[C@H]3CN(Cc4ccc(-c5ccccc5)cc4)[C@H](c4ccccc4)C34CC2(c2cccnc2)C4)cn1 (some centres undefined)
49 | 1.0 | O=C(CN1CCCCC1)N1CCN(C(=O)CN2CCCCC2)CC1
50 | -13 | O=C1c2ccccc2C(=O)c2c(NCCCN(CCO)CCO)cccc21

Next part
No. | MEX-5 binding | structure
51 | -0.5 | COCCNS(=O)(=O)c1cc(OC)c(Cl)cc1Cl
52 | -5.3 | C#CCOCCOCCOCCNc1nc(N2CCN(C(=O)[C@H](CCC(=O)O)n3cc(C(N)Cc4ccc(O)cc4)nn3)CC2)nc(N2CCN(C(=O)[C@H](Cc3ccc(O)cc3)n3cc(C(N)CC(C)C)nn3)CC2)n1 (some centres undefined)
53 | -1.6 | Cc1ccc(C(=O)NC(C#N)=C(Cl)Cl)cc1
54 | 0.4 | COc1ccc(C[C@H]2CN3C(=NC[C@@H]3Cc3ccccc3)N2C[C@H](C)NC(=O)CCC2CCCCC2)cc1
55 | 0.1 | COC(=O)c1cc(OC)c(OC)cc1NC(=O)c1ccoc1C
56 | 1.6 | CCCCCCN(C(=O)CCCCCN1C(=O)NC(c2ccc(-c3ccccc3)cc2)C(C(=O)OCc2ccccc2)=C1C)C(C(=O)NCCCC)C1CCCCC1 (centres undefined)
57 | 1.9 | CCc1c(C)c(C#N)c2nc3ccccc3n2c1Cl
58 | -0.9 | Cc1ccc(Nc2nc(-c3ccc(O)c(O)c3)cs2)nc1
59 | -0.2 | CCc1nnc(NC(=O)CSc2nnc(-c3ccncc3)n2Cc2ccccc2)s1
60 | 0.6 | Cc1cc(C)nc(/N=C(\N)Nc2ccc(S(=O)(=O)O)cc2)n1
61 | 2.5 | CC1(C)CC(=O)C(C=Nc2cccc(/N=C/C3=C(O)CC(C)(C)CC3=O)n2)=C(O)C1
62 | -1.2 | CCCCCCCCCn1c2c(c(=N)c3c1CCC3)CCCC2
63 | -9.7 | CCCCCC(=O)Nc1cccc(C2=NOC3(C2)C[C@H](C(N)=O)N(C(=O)CC#N)C3)c1 (some centres undefined)
64 | -0.5 | CC(=O)c1ccc(-c2ccccc2[C@H]2[C@H]3C=CC[C@@H](C)[C@@H]3C(=O)N2Cc2ccccc2)cc1
65 | -0.1 | COc1cc(-c2nn3c(-c4ccccn4)nnc3s2)cc(OC)c1OC
66 | 0.1 | O=C(O)CN1C(c2ccccc2O)Nc2ccc(Br)cc2C1c1ccccc1 (centres undefined)
67 | -0.3 | CCC(=O)O[C@@H]1CC(=O)O[C@H](C)CC=CC=C[C@@H](O)[C@H](C)C[C@H](CC=O)[C@H](O[C@H]2O[C@H](C)[C@@H](O[C@H]3C[C@@](C)(O)[C@@H](OC(=O)CC)[C@H](C)O3)[C@H](N(C)C)[C@H]2O)[C@H]1OC
68 | -0.8 | CCSc1nc2c(sc3nc(C)cc(C)c32)c(=O)[nH]1
69 | 2.5 | CCOC(=O)c1cccc(NC(=O)Cn2c(CC(=O)N3CCCC3)nc3ccccc32)c1
70 | -2.7 | C#CCOCCOCCOCCNc1nc(N2CCN(C(=O)[C@H]([C@@H](C)CC)n3cc([C@@H](N)CC(C)C)nn3)CC2)nc(N2CCN(C(=O)[C@H](Cc3cc4ccccc4[nH]3)n3cc([C@@H](N)CC(C)C)nn3)CC2)n1
71 | -0.2 | NC(=O)CC(NC(=O)c1cccc(Br)c1)c1ccc(NCCN2CCOCC2)c([N+](=O)[O-])c1 (centres undefined)
72 | -0.3 | Cc1cc(NCCN2CCCCC2)n2c(nc3ccccc32)c1C#N
73 | 1.2 | COc1ccc(N2CCn3c2nc2c3c(=O)n(CCc3ccccc3)c(=O)n2C)c(OC)c1
74 | 1.4 | O=C(Cc1ccccc1)N[C@@H](Cc1ccc(O)cc1)C(=O)O
75 | -2.2 | CSc1nc(NCCCN(C)C)c2c3c(sc2n1)CN(C)CC3

The list continues.
No. | MEX-5 binding | structure
76 | 0.7 | CC(C)C(=O)N1CCC2(CC1)Oc1ccc(F)cc1C(=O)C21CC(c2cccnc2)=NO1 (centres undefined)
77 | 2.1 | Cc1cnc(NC(=O)c2c(O)c3cccc4c3n(c2=O)CCC4)s1
78 | -1.7 | CO[C@H]1C=CO[C@@]2(C)Oc3c(C)c(O)c4c(O)c(c5c(nc6cc(C)ccn65)c4c3C2=O)NC(=O)C(C)=CC=C[C@H](C)[C@H](O)[C@@H](C)[C@@H](O)[C@@H](C)[C@H](OC(C)=O)[C@@H]1C
79 | 1.3 | Cc1nn(-c2ccc3nnc(Br)n3n2)c(C)c1Br
80 | 0.2 | COC(=O)c1[nH]c2ccc(C)cc2c1NC(=O)CCN1CCN(C2CCCCC2)CC1
81 | 0.6 | CCN(CC)c1ccc2nc3c4ccccc4c(=O)cc-3oc2c1
82 | 0.8 | Cc1ccc(C)n1CCN1CCN(CC(=O)Nc2cc(C(F)(F)F)ccc2Cl)CC1

An excerpt from above in order of SMILES length, ascending:
No. | MEX-5 binding | structure
57 | 1.9 | CCc1c(C)c(C#N)c2nc3ccccc3n2c1Cl
79 | 1.3 | Cc1nn(-c2ccc3nnc(Br)n3n2)c(C)c1Br
62 | -1.2 | CCCCCCCCCn1c2c(c(=N)c3c1CCC3)CCCC2
58 | -0.9 | Cc1ccc(Nc2nc(-c3ccc(O)c(O)c3)cs2)nc1
75 | -2.2 | CSc1nc(NCCCN(C)C)c2c3c(sc2n1)CN(C)CC3
72 | -0.3 | Cc1cc(NCCN2CCCCC2)n2c(nc3ccccc32)c1C#N
74 | 1.4 | O=C(Cc1ccccc1)N[C@@H](Cc1ccc(O)cc1)C(=O)O
65 | -0.1 | COc1cc(-c2nn3c(-c4ccccn4)nnc3s2)cc(OC)c1OC
60 | 0.6 | Cc1cc(C)nc(/N=C(\N)Nc2ccc(S(=O)(=O)O)cc2)n1
66 | 0.1 | O=C(O)CN1C(c2ccccc2O)Nc2ccc(Br)cc2C1c1ccccc1 (centres undefined)
59 | -0.2 | CCc1nnc(NC(=O)CSc2nnc(-c3ccncc3)n2Cc2ccccc2)s1
82 | 0.8 | Cc1ccc(C)n1CCN1CCN(CC(=O)Nc2cc(C(F)(F)F)ccc2Cl)CC1
80 | 0.2 | COC(=O)c1[nH]c2ccc(C)cc2c1NC(=O)CCN1CCN(C2CCCCC2)CC1
69 | 2.5 | CCOC(=O)c1cccc(NC(=O)Cn2c(CC(=O)N3CCCC3)nc3ccccc32)c1
73 | 1.2 | COc1ccc(N2CCn3c2nc2c3c(=O)n(CCc3ccccc3)c(=O)n2C)c(OC)c1
76 | 0.7 | CC(C)C(=O)N1CCC2(CC1)Oc1ccc(F)cc1C(=O)C21CC(c2cccnc2)=NO1 (centres undefined)
63 | -9.7 | CCCCCC(=O)Nc1cccc(C2=NOC3(C2)C[C@H](C(N)=O)N(C(=O)CC#N)C3)c1 (some centres undefined)
71 | -0.2 | NC(=O)CC(NC(=O)c1cccc(Br)c1)c1ccc(NCCN2CCOCC2)c([N+](=O)[O-])c1 (centres undefined)
54 | 0.4 | COc1ccc(C[C@H]2CN3C(=NC[C@@H]3Cc3ccccc3)N2C[C@H](C)NC(=O)CCC2CCCCC2)cc1
64 | -0.5 | CC(=O)c1ccc(-c2ccccc2[C@H]2[C@H]3C=CC[C@@H](C)[C@@H]3C(=O)N2Cc2ccccc2)cc1
56 | 1.6 | CCCCCCN(C(=O)CCCCCN1C(=O)NC(c2ccc(-c3ccccc3)cc2)C(C(=O)OCc2ccccc2)=C1C)C(C(=O)NCCCC)C1CCCCC1 (centres undefined)
70 | -2.7 | C#CCOCCOCCOCCNc1nc(N2CCN(C(=O)[C@H]([C@@H](C)CC)n3cc([C@@H](N)CC(C)C)nn3)CC2)nc(N2CCN(C(=O)[C@H](Cc3cc4ccccc4[nH]3)n3cc([C@@H](N)CC(C)C)nn3)CC2)n1
78 | -1.7 | CO[C@H]1C=CO[C@@]2(C)Oc3c(C)c(O)c4c(O)c(c5c(nc6cc(C)ccn65)c4c3C2=O)NC(=O)C(C)=CC=C[C@H](C)[C@H](O)[C@@H](C)[C@@H](O)[C@@H](C)[C@H](OC(C)=O)[C@@H]1C
67 | -0.3 | CCC(=O)O[C@@H]1CC(=O)O[C@H](C)CC=CC=C[C@@H](O)[C@H](C)C[C@H](CC=O)[C@H](O[C@H]2O[C@H](C)[C@@H](O[C@H]3C[C@@](C)(O)[C@@H](OC(=O)CC)[C@H](C)O3)[C@H](N(C)C)[C@H]2O)[C@H]1OC

Screens deposited in PubChem BioAssay by Broad Institute.

This is a subset; count on the stated rates, not on these rows.
